ELG1 repair inh: inhibitors of ELG1-dependent DNA repair in HEK293T cells | HEK293T ELG1-luciferase reporter, luminescence, 16 h; DNA damage induced by 5-fluorouridine | Potency, µM (titrated, usually from 46.1 µM), for the others: at the highest dose activity change, negative = inhibition, actives largely listed as inhibitors | hit rate 2.3% among 330,000 | AID 504467; also: potency is read from the fitted curve at half-maximal effect; % is scaled to controls: 0 for no effect and ±100 for the full control effect; nearly all actives have a fitted effect of over 55% in size
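Step one: seed 2,000 cells per well. Step two: pin-transfer compound or DMSO alongside 5-fluorouridine. Step three: incubate 16 hr, 37 °C, 5% CO2. Step four: add ONE-Glo, wait 30 min, read luminescence.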
AT treatment: potential ataxia-telangiectasia treatment; […] A-T fibroblasts, KAP-1 phosphorylation AlphaLISA; neocarzinostatin DNA damage 30 min before lysis; hit rate 0.19% among 320,000; Potency, µM (doses to about 57.5 µM), for inactives: at the highest dose activation, hits mostly activators; also: potency is read from the fitted curve at half-maximal effect; % of control where 0% means no effect; nearly all actives have a fitted effect of over 45% in size
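ATM-like activity read as KAP-1 phosphorylation via AlphaLISA donor/acceptor antibody pairs after lysis and 6 hr at 25C. Cells were ATM-null patient fibroblasts ([…], hTERT), dosed 60 min, then exposed to the DSB inducer NCS for 30 min.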
TSHR antagonist: blocks TSH signaling through the human TSH receptor. P16473. activity change, negative = inhibition, % at 11.5 µM. TSHR-expressing cells, TSH-stimulated cAMP HTRF, 2 h; active compounds read low. hit rate 0.2% among 330,000;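 active = activity change below a set negative limit, meaning inhibition stronger than a set level, cut at about -70% in these data; inconclusive = activity change between two set negative limits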; also: % is scaled to controls: 0 for no effect and ±100 for the full control effect
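TSHR-expressing cells, 200/well, pre-treated with compound, then stimulated with EC80 TSH (4nM final) for 2 hours at 37 deg C. cAMP measured by competitive HTRF: anti-cAMP cryptate antibody in lysis buffer plus cAMP-d2, read after 30 minutes at room temperature.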
TCR activator: activates T cell receptor signaling. primary human leukocytes, anti-CD3, IL-2 HTRF, 48 h. Potency, µM (doses to about 9.22 µM), for inactives: at the top dose activation of IL-2 secretion, hits mostly activators. 330,000 tested, under 10 active; also: % of control where 0% means no effect
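IL-2 release read by HTRF sandwich (Eu cryptate donor, d2 acceptor, 665 nm emission) after 48 hr exposure of primary human leukocytes to compound together with anti-CD3 beads in the absence of co-stimulatory signals.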
Integrin act MD: activates integrin-mediated alleviation for muscular dystrophy; alpha7betagal myoblasts, beta-gal FDG fluorescence, 48 h; hit rate 0.064% among 350,000; Potency, µM (doses to about 38.3 µM), for inactives: at the highest dose activation, most hits filed as activators;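 also: potency is read from the fitted curve at half-maximal effect; 100% = response of the positive control SU9516; nearly all actives have a fitted effect of over 60% in size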
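alpha7betagal+/- myoblasts (passage 13, 250/well) treated 48 h at 37C with compounds at 1:260 dilution of DMSO stock. Lysed, then beta-galactosidase activity read as FDG fluorescence (ex 480/em 540) after 30 min, with pre-read for autofluorescence.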
Eya2 phos inh: Eya2 (human) phosphatase inhibition | Potency, µM (titrated, usually from 76.9 µM), inactives show top-dose activity, negative = inhibition, most hits filed as inhibitors | O00167 | hit rate 0.006% among 330,000 | recombinant Eya2, OMFP fluorescence dephosphorylation (OMFP is methylfluorescein phosphate); also: potency is read from the fitted curve at half-maximal effect; % is scaled to controls: 0 for no effect and ±100 for the full control effect
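Eya2 protein (added as 0.2 uM solution) was preincubated with compound for 10 min at ambient temperature in 50 mM HEPES pH 7.5, 50 mM NaCl, 5 uM MgCl2, 0.05% BSA, 1 mM DTT. OMFP (added at 50 uM) then reacted 10 min; fluorescence read at 485/525 nm.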
Mito fusion yeast: blocks mitochondrial division or promotes mitochondrial fusion. S. cerevisiae fusion-defective mutant growth rescue, CellTiterGlo 48 h. Potency, µM (top dose mostly 46.1 µM), inactives show top-dose growth rescue (activation), usual class: activators. hit rate 0.23% among 320,000;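 also: potency is read from the fitted curve at half-maximal effect; % of control where 0% means no effect; nearly all actives have a fitted effect of over 45% in size; temperature-sensitive fusion mutants such as fzo1-1 at 37 °C on non-fermentable ethanol glycerol medium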
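Read-out: ATP-based luminescence (CellTiterGlo, 10 min ambient) reporting growth of fusion-defective ts yeast after 48 hours at 37C on glycerol/ethanol YPEG medium in the presence of compound.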
ASM inhibitor: blocks human secretory acid sphingomyelinase. P17405. placental ASM, HMU-PC fluorogenic substrate, 60 min. Potency, µM (series often up to 57.5 µM), without a hit: top-dose activity change, negative = inhibition, most hits filed as inhibitors. hit rate 0.006% among 340,000. AID 504937; also: potency is read from the fitted curve at half-maximal effect
Target sequence (P17405 47-631 limits assumed): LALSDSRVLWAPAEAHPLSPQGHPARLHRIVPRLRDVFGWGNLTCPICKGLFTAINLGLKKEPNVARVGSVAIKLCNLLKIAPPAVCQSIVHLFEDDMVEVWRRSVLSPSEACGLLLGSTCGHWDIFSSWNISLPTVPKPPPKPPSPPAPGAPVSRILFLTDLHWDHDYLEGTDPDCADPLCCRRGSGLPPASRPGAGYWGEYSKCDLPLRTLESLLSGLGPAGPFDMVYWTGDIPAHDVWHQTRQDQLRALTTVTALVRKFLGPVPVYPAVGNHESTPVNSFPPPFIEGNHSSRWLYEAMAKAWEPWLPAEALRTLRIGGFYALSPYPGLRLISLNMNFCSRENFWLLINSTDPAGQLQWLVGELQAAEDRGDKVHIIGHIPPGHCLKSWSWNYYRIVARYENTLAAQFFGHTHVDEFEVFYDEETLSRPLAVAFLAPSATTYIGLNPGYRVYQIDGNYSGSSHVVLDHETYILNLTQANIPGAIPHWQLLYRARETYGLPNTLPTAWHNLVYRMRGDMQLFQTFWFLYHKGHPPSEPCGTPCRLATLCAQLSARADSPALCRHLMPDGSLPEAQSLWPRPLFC
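HMU-PC0 cleavage (9 uM final) by human placental ASM, 60 min at 37 °C following 10 min compound exposure at RT; stopped at pH 10, fluorescence Ex 386/Em 447 nm.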
BCR signal inh: inhibitors of chronic active B-cell receptor signaling; ABC-DLBCL IkBa-CBG/CBR reporter, luminescence ratio, 4 h; Potency, µM (titrated, usually from 46.1 µM), without a hit: at the highest dose ratio change, negative = lower green/red ratio, actives largely listed as inhibitors; hit rate 0.05% among 340,000; AID 493014; active = well fitted inhibition curve with a large enough effect in the signal ratio, with a control signal flat, not every such curve was filed as active; inconclusive = small, poorly fitted or top-dose-only effect, or effect the other way, or a change in a side signal; the % refers to the signal ratio;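 also: potency is read from the fitted curve at half-maximal effect; plate controls were basal doxycycline-induced cells for no effect and cells given 10 µM MG132 for full effect; MG132 reads +100%, hits lower the ratio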
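Cell line TMD8 (human ABC DLBCL), stably expressing tet-inducible CBG68-IkBa fusion and CBR; IMDM/0.5% FBS; cpd up to 46 uM; dox induction, 4 h, 37C/5% CO2; dual luminescence; green/red ratio; MG132 control.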
PTAP TSG101 blk: blocks PTAP/TSG101 interaction to inhibit HIV-1 budding. Fluorescence polarization, FITC-PTAP peptide / Tsg101 binding. Potency, µM (series often up to 115 µM), inactives show at the top dose activity change, negative = inhibition, usual class: inhibitors. 340,000 tested, under 10 active; active = well fitted inhibition curve with a large enough effect in the main read-out, with a control signal flat, not every such curve was filed as active; inconclusive = small, poorly fitted or top-dose-only effect, or effect the other way, or a change in a side signal; inactive = no such curve, though single readings can be large or run the other way; also: potency is read from the fitted curve at half-maximal effect; % of control where 0% means no effect
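Compounds were pin-transferred onto Tsg101 binding domain (10 uM final) in HEPES pH 7.5 buffer, then FITC-PTAP peptide was added at 50 nM final. After 20 min at RT, polarization reported peptide displacement across a qHTS concentration series.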
Tb PFK block: T. brucei PFK enzyme inhibition. T. brucei PFK, ADP-Glo luminescence. AID 485367. Potency, µM (highest dose often 57.5 µM), for the others: at the highest dose activity, negative = inhibition, usual class: inhibitors. O15648. hit rate 0.17% among 330,000;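 also: potency is read from the fitted curve at half-maximal effect; 0% = uninhibited 1x PFK enzyme wells and -100% = no-enzyme wells; nearly all actives have a fitted effect of over 60% in size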
Target sequence (O15648 whole entry, looked up): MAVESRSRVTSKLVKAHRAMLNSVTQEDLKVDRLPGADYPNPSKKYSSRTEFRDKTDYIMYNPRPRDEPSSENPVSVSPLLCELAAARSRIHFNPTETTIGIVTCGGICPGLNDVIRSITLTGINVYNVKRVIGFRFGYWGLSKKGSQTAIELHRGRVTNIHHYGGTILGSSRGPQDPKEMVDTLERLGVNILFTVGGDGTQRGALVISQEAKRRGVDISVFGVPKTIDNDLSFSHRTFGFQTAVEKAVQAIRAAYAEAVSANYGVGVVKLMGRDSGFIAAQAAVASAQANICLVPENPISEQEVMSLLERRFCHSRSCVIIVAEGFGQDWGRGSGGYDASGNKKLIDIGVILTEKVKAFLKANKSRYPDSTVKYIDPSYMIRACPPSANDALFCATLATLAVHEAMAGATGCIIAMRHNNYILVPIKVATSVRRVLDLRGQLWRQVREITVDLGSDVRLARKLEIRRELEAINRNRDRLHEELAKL
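Activity is normalized to no-enzyme wells (full inhibition) and 1.25 nM enzyme wells (no inhibition). Reaction: 0.5 mM F6P, 0.1 mM ATP, 45 min RT, ADP-Glo luminescence; concentration-response curves fitted and classed by quality.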
* = called active by the depositor; ? = inconclusive; · = no result given; [ ] = remark or other dose. Unless noted, calls follow the shape of the dose curve; as a rule, active = well fitted curve in the direction sought with a large enough effect; inconclusive = small, poorly fitted or top-dose-only effect, or another doubt; inactive = no such curve, though single readings can be large; an effect the other way counts as inactive or inconclusive.

Each structure is followed by: TCR activator | Tb PFK block | PTAP TSG101 blk | ASM inhibitor | Eya2 phos inh | Mito fusion yeast | AT treatment | Integrin act MD | ELG1 repair inh | TSHR antagonist | BCR signal inh
#1 Cc1csc(NC(=O)CSc2nnc(NC(=O)COc3ccc(Cl)cc3)s2)n1
    -3%[46.1 µM] | -1% | 0% | 1% | 1% | 3% | 2% | 10% | ? | 18 | 2%
#2 Cc1cc(Cl)c(C(=O)Nc2cccc(C(F)(F)F)c2)c(C)n1
    -3% | -2% | -9% | 3% | 5% | 1% | 0% | 3% | ? | 0 | -12%
#3 O=C(CCl)N(c1ccccc1)c1c[nH]c2ccccc12
    1% | -2% | 0% | 0% | 8% | -6% | 14% | -47%[inhibitor] | 21µM* | -6 | ?
#4 O=C(NCCO)c1cc2c([nH]c3ccccc32)c(-c2ccccc2)n1
    5% | -4% | -6% | 14% | 7% | 13% | 59% | 15% | ? | 23 | 3%
#5 COc1ccccc1NC(=O)C(=O)NCc1ccccc1Cl
    -5%[46.1 µM] | 0% | 0% | 0% | 2% | 0% | 9% | 14% | 6% | -6 | ·
#6 COc1ccc(C2=Nn3c(nnc3-c3ccccc3F)SC2)cc1OC1CCOC1 (centres undefined)
    6% | 0% | 0% | 4% | -4% | · | 16% | · | -10% | 10 | -1%
#7 Cc1cc2c(OCC(O)CNC(C)(C)C)cccc2[nH]1 (centres undefined)
    2% | 5% | -1% | 0% | -6% | 0% | -1% | -19% | 2% | -15 | 0%
#8 CC(O)CNc1nc2c(c(=O)n(C)c(=O)n2C)n1CCc1ccccc1 (centres undefined)
    -1% | 2% | -4% | -1% | -22% | 2% | 2% | -3% | ? | -5 | 1%
#9 COC(=O)c1ccc(N2CCOCC2)c(NC(=O)Nc2cccc(OC)c2)c1
    -1%[46.1 µM] | -2% | -4% | -10% | -26% | -4% | 2% | -7% | ? | 10 | ?
#10 CSC1=C(C#N)C(c2ccccc2Cl)C(C(=O)c2cccs2)C(O)(C(F)(F)F)N1 (centres undefined)
    -5%[46.1 µM] | 2% | -1% | -3% | -4% | 7% | 7% | -4% | ? | -16 | 1%
#11 CCCn1c(SCC(=O)N2CC(=O)Nc3ccccc32)n[nH]c1=O
    3%[46.1 µM] | -4% | 1% | 3% | 3% | · | 3% | -8% | 9% | 4 | 0%
#12 O=C(Cn1cnnn1)Nc1ccccc1Cc1ccccc1
    -5% | -3% | -3% | -1% | 24% | 1% | 6% | 13% | 10% | -8 | ?
#13 CCC(=O)c1ccc(N2CCCCC2)c(F)c1
    -10% | -3% | -6% | 2% | -2% | -5% | 0% | -26% | -2% | -5 | -27%
#14 CCC(C(=O)Nc1cc(C(=O)O)ccc1C)c1ccccc1 (centres undefined)
    1% | 0% | -3% | -1% | 15% | 3% | 5% | 13% | 7% | 9 | 1%
#15 COc1ccc(CCn2c(=N)c(C(=O)N3CCN(C)CC3)cc3c(=O)n4ccccc4nc32)cc1
    -1% | 5% | -4% | 132%[activator] | 14% | 1% | -1% | ? | -1% | -4 | 2%
#16 COc1ccccc1CN1CC(C(=O)NC2CCCCC2)CC1=O (centres undefined)
    4% | 2% | -10% | 4% | -21% | 0% | 9% | 35% | -10% | -2 | 0%
#17 CCCC(=O)Oc1ccc(C2NC(=O)c3ccccc3O2)cc1 (centres undefined)
    · | 2% | -5% | -3% | 13% | 1% | 10% | 10% | ? | -9 | 0%
#18 CCCn1nnnc1SCC(=O)NCc1ccc(OC)cc1
    -3% | 2% | -6% | 7% | 1% | 5% | -2% | 3% | 12% | 2 | ?
#19 CCN(CC)CC(=O)Nc1ccc2c(c1)Nc1ccccc1CC2
    5% | 0% | -8% | -10% | 6% | -21% | 5% | -53%[inhibitor] | -5% | -11 | ?
#20 COc1cc(CC(=O)OCC(=O)N2CCN(C(=O)c3ccco3)CC2)cc(OC)c1OC
    -2% | -2% | 3% | 6% | -38% | · | 2% | -25% | ? | -1 | ?
#21 COCCSc1nc(N)c2c3c(sc2n1)CN(C)CC3
    -6% | 0% | -6% | 123%[activator] | -11% | 4% | 1% | 15% | 27% | 2 | ?
#22 Cc1ccc2c(c1)N(CC(=O)NCc1cccs1)C(=O)C(C)O2 (centres undefined)
    -1% | -4% | -6% | 2% | -8% | 0% | 4% | 11% | -10% | 4 | -1%
#23 CN(CC(=O)Nc1cccc(F)c1)C(=O)Cn1cnc2c1c(=O)n(C)c(=O)n2C
    -2% | -3% | -2% | 1% | -3% | 1% | 6% | 0% | ? | -2 | -4%
#24 COc1ccc(NC(=O)[C@H](C)NC(N)=O)cc1S(=O)(=O)Nc1cc(C)ccc1Br
    · | -1% | -12% | 1% | 2% | 0% | 0% | 31% | 10% | 0 | 7%
#25 CCN(CC)C(=S)SCC(=O)Nc1ccc(F)cc1
    5% | 4%[0.46 µM] | -6% | 3% | -13% | 5% | -1% | 2% | -6% | 14 | ?
#26 Cc1c(C(=O)NCCCN2CCCC2=O)oc2c(Cl)cccc12
    -1% | 0% | -4% | 1% | -31% | -1% | -1% | 10% | 14% | -8 | 10%
#27 O=C(CCSc1ccccc1)Nc1nc2c(s1)COc1ccccc1-2
    -3% | -10% | -5% | -5% | -17% | 11% | 4% | -23% | ? | -11 | 29%
#28 O=C(COC(=O)c1ccc(-n2cnnn2)cc1)c1ccc(Br)cc1
    -3% | 1% | -3% | -2% | 0% | 0% | 5% | 3% | ? | 12 | ?
#29 O=C(NC(=S)Nc1ccc(NC(=O)c2cccs2)cc1)c1ccc([N+](=O)[O-])cc1
    -2%[46.1 µM] | 4% | -6% | -1% | -12% | -2% | 8% | -8% | 0% | -4 | -1%
#30 COc1ccc(OCC(=O)N2CCC(n3nccc3NC(=O)C3CC3)CC2)cc1
    1% | -1% | -4% | 1% | 4% | -9% | 6% | 12% | 12% | 1 | -1%
#31 CCOC(=O)CNC(=O)C(Cc1ccccc1)NC(=O)OCc1ccccc1 (centres undefined)
    2% | 1% | 1% | 2% | ? | 12% | -1% | 18% | -3% | -2 | 4%
#32 Cc1c(NC(=O)CSc2nc3ccc(Cl)cc3[nH]2)c(=O)n(-c2ccccc2)n1C
    2% | -2% | -4% | -3% | 25% | 0% | -2% | -5% | 0% | 6 | ?
#33 CCN(Cc1ccccc1)C(=O)c1cccc(S(=O)(=O)N2CCN(Cc3ccccc3)CC2)c1
    -5% | 0% | 1% | · | 9% | 0% | -4% | -2% | -7% | -2 | 15%

Filtered by structure: those above with bromine
Each structure is followed by: TCR activator | Tb PFK block | PTAP TSG101 blk | ASM inhibitor | Eya2 phos inh | Mito fusion yeast | AT treatment | Integrin act MD | ELG1 repair inh | TSHR antagonist | BCR signal inh
#24 COc1ccc(NC(=O)[C@H](C)NC(N)=O)cc1S(=O)(=O)Nc1cc(C)ccc1Br
    · | -1% | -12% | 1% | 2% | 0% | 0% | 31% | 10% | 0 | 7%
#28 O=C(COC(=O)c1ccc(-n2cnnn2)cc1)c1ccc(Br)cc1
    -3% | 1% | -3% | -2% | 0% | 0% | 5% | 3% | ? | 12 | ?

Screen by screen, as entered above.
Nos. 21 to 24 in BCR signal inh: ?, -1%, -4%, 7%
Nos. 21 to 24 in Eya2 phos inh: -11%, -8%, -3%, 2%
Nos. 21 to 24 in ELG1 repair inh: 27%, -10%, ?, 10%

Gathered by group, the entries above with a CF3 group
Each structure is followed by: TCR activator | Tb PFK block | PTAP TSG101 blk | ASM inhibitor | Eya2 phos inh | Mito fusion yeast | AT treatment | Integrin act MD | ELG1 repair inh | TSHR antagonist | BCR signal inh
#2 Cc1cc(Cl)c(C(=O)Nc2cccc(C(F)(F)F)c2)c(C)n1
    -3% | -2% | -9% | 3% | 5% | 1% | 0% | 3% | ? | 0 | -12%
#10 CSC1=C(C#N)C(c2ccccc2Cl)C(C(=O)c2cccs2)C(O)(C(F)(F)F)N1 (centres undefined)
    -5%[46.1 µM] | 2% | -1% | -3% | -4% | 7% | 7% | -4% | ? | -16 | 1%
